Tb PGK inh: blocks T. brucei phosphoglycerate kinase. P07378. 380,000 tested, 0.043% active. AID 602233. Potency, µM (titrated, usually from 57.5 µM), for inactives: top-dose activity change, negative = inhibition, most hits filed as inhibitors. PGK/GAPDH coupled, Kinase-Glo luminescence, 60 min; further: on the % scale 0 is the no-effect control and ±100 the full control effect; nearly all actives have a fitted effect of over 60% in size
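Luminescent ATP detection (Kinase-Glo Plus) follows a 60-minute room-temperature incubation, with wells lacking PGK as controls. Buffer: 100 mM TEA (pH 7.6), 5 mM MgCl2, 0.01% Tween-20. Coupling enzyme GAPDH (100 nM final) supplies unstable 1,3-BPG in-well.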
G9a inh: blocks human histone lysine methyltransferase G9a. G9a H3K9 monomethylation, AlphaScreen, 2 h. Potency, µM (highest dose often 102 µM), for inactives: at the top dose activity, negative = inhibition, usual class: inhibitors. 350,000 tested, 8.8% active; further: on the % scale 0 is the no-effect control and ±100 the full control effect; nearly all actives have a fitted effect of over 75% in size
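G9a (20 nM) was preincubated 15 min with compound, then reacted 2 h at room temperature with 500 nM biotin-H3K9 peptide and 20 µM SAM. Monomethyl-H3K9 detected by AlphaScreen using anti-H3K9me1 antibody.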
Pin1 inhibitor: blocks the human prolyl isomerase Pin1; 390,000 tested, 0.009% active; Q13526; Pin1 FP peptide displacement, HiFluor488, 10 min; Potency, µM (series often up to 115 µM), for inactives: at the top dose activity, negative = inhibition, hits mostly inhibitors; active means well fitted inhibition curve with a large enough effect in the polarisation, with a control signal flat, not every such curve was filed as active; inconclusive means small, poorly fitted or top-dose-only effect, or effect the other way, or a change in a side signal; inactive means no such curve, though single readings can be large or run the other way; the % refers to the polarisation; further: on the % scale 0 is the no-effect control and ±100 the full control effect
JMJD2A Tudor: JMJD2A Tudor domain (human) inhibition; AID 504339; O75164; AlphaScreen JMJD2A-Tudor / H3K4me3 peptide binding; Potency, µM (highest dose often 114 µM), for inactives: at the highest dose activity change, negative = inhibition, most hits filed as inhibitors; 390,000 tested, 4.4% active; further: on the % scale 0 is the no-effect control and ±100 the full control effect; nearly all actives have a fitted effect of over 50% in size
Target sequence (O75164 whole entry, looked up, the tested form may be a part): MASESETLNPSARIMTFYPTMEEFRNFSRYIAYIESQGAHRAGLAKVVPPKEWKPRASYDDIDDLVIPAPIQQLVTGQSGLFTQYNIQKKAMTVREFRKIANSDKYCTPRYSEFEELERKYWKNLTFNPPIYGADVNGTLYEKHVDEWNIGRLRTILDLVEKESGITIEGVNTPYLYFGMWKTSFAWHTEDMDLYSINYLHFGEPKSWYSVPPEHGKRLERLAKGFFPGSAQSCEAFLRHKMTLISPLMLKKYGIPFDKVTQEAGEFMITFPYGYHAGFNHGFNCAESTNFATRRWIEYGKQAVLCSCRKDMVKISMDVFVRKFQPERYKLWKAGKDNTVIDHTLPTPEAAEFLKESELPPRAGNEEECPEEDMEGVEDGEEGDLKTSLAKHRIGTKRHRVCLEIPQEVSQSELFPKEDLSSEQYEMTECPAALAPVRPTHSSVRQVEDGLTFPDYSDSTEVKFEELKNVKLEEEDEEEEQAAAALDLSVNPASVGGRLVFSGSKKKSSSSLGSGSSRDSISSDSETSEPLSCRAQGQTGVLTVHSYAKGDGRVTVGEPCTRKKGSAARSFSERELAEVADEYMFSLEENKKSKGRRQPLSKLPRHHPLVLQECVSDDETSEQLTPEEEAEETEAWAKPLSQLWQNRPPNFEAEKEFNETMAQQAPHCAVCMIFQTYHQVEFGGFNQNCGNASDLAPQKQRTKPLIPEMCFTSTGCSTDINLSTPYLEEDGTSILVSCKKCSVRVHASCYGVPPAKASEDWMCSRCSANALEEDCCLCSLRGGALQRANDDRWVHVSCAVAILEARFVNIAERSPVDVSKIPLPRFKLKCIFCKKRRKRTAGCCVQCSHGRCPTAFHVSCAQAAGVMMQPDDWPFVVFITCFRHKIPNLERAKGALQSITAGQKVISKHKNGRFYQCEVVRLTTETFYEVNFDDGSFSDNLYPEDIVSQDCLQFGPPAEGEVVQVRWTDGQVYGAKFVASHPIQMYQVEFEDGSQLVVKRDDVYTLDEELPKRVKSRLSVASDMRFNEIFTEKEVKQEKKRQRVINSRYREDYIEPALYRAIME
POLI inh: DNA polymerase iota (human) inhibition; Potency, µM (titrated, usually from 115 µM), without a hit: at the top dose activity, negative = inhibition, most hits filed as inhibitors; Pol iota fluorescent replication assay, 10 min; 390,000 tested, 1% active
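Fluorescent replication assay read twice, at 0 min and 10 min after adding 50 nM (final) substrate. Enzyme (10 nM) and compounds were first incubated 15 min at room temperature; enzyme-free buffer wells were negative controls.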
BLM inh: inhibitors of human Bloom syndrome helicase BLM | AID 2528 | P54132 | 350,000 tested, 0.2% active | recombinant BLM DNA unwinding, fluorescence dequenching | Potency, µM (highest dose often 56.1 µM), for the others: top-dose activity change, negative = inhibition, hits mostly inhibitors;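 further: plate controls were vehicle for no effect and no enzyme for full effect; nearly all actives have a fitted effect of over 35% in size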
BAZ2B block: inhibitors of human BAZ2B bromodomain; AlphaScreen BAZ2B-H3K14Ac peptide displacement; Potency, µM (series often up to 114 µM), without a hit: top-dose activity change, negative = inhibition, actives largely listed as inhibitors; 360,000 tested, 4.4% active; further: on the % scale 0 is the no-effect control and ±100 the full control effect; nearly all actives have a fitted effect of over 60% in size
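Multi-concentration screen (max 110 uM) measuring displacement of acetylated histone H3 peptide from BAZ2B by AlphaScreen, using 50 nM protein, 50 nM peptide and 10 ug/mL streptavidin donor plus Ni-chelate acceptor beads.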
GLS inhibitor: blocks human kidney-isoform glutaminase activity. GLS enzymatic activity, qHTS titration. AID 624170. 410,000 tested, 0.21% active. Potency, µM (series often up to 45.5 µM), inactives show at the highest dose activity change, negative = inhibition, usual class: inhibitors; further: on the % scale 0 is the no-effect control and ±100 the full control effect
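Human kidney-isoform GLS in 45 mM KH2PO4 pH 8.2, 0.02% Tween-20, with compound, started with 1mM L-Glutamine (added stock). Glutamate oxidase/HRP/Amplex red coupled fluorescence read at start and after 30 min at RT.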
HP1b chromo inh: inhibitors of HP1-beta chromodomain binding to methylated histone tails | P83916 | AlphaScreen HP1-beta / biotin-H3K9me3 peptide binding | Potency, µM (series often up to 114 µM), without a hit: at the highest dose activity change, negative = inhibition, usual class: inhibitors | 390,000 tested, 0.56% active; further: nearly all actives have a fitted effect of over 70% in size; inactives centre near 23
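Compound inhibition of the preformed complex between 50 nM HP1-beta and 50 nM biotinylated H3K9me3 peptide was read by AlphaScreen. Buffer was PBS pH 7.4 with 0.01% Tween-20. Incubations ran 30 min at room temperature, with 10 ug/mL donor/acceptor beads.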
Numbers without * were called inactive; i = inactive; ? = inconclusive; nt = not tested or not shown; [ ] = remark or other dose. Unless noted, the call rests on the fitted dose curve; in most records, active means well fitted curve in the direction sought with a large enough effect; inconclusive means small, poorly fitted or top-dose-only effect, or another doubt; inactive means no such curve, though single readings can be large; an effect the other way counts as inactive or inconclusive. Potency means the concentration at half of the fitted maximal effect. An excerpt; rates above refer to the full screens.

Results follow in this order: BAZ2B block	G9a inh	Pin1 inhibitor	GLS inhibitor	JMJD2A Tudor	Tb PGK inh	BLM inh	POLI inh	HP1b chromo inh
> O=C(CSc1nc(-c2ccccc2)nc2c1Cc1ccccc1O2)Nc1ccc(C(=O)O)cc1
 : 13µM*	-4%	?	?	10µM*	?	10µM*	?	32µM*
> Cc1[nH]c2ccccc2c1SCc1ccccc1
 : 9%	2%	2%	10%	-10%	1%	-13%	8%	47%[activator]
> Cc1nc(CN2CCN(C(=O)c3ccc(Br)cc3)CC2)cs1
 : 1%	?	-8%	8%	-10%	1%	-1%	3%	16%
> CCCCC1(C)NC(=O)c2c(C)sc(C(=O)OCC)c2N1 (stereo unspecified)
 : -2%	39%[12.7 µM]	3%	15%	18%	3%	-2%	0%	36%
> COc1ccc(OCCn2nnc(-c3ccc(Cl)cc3)n2)cc1
 : -3%	11%[59 µM]	-3%	9%	-10%	-9%	-14%	-9%	6%
> Cc1ccc2[nH]c(=O)c(-c3nc4cc(C)ccn4c3NCc3ccco3)cc2c1
 : -1%	?	-1%	11%	?	-6%	-9%	?	20%
> Cc1ccc(NC(=O)C(C)N2CCOCC2)c(C(=O)c2ccccc2)c1 (stereo unspecified)
 : 1%	0%[59 µM]	0%	-8%	-5%	-6%	-1%	7%	29%
> CCCCn1c(SCC(N)=O)nnc1-c1ccco1
 : 6%	2%	-6%	2%	6%	-3%	0%	19%	44%[activator]
> CC(C)C(=O)NC(NC1CCS(=O)(=O)C1)C(Cl)(Cl)Cl (stereo unspecified)
 : -6%	nt	0%	1%	-2%	2%	0%	140%[activator]	27%
> Cc1cccc(OCC(=O)NCC(=O)N/N=C/c2ccc(O)cc2O)c1
 : -23%	32%[activator]	3%	16%	-7%	-2%	1%	38%[activator]	47%[activator]
> CC(=O)C1=C(C)NC(C)=C(C(C)=O)C1c1ccc(-c2ccccc2Cl)o1
 : -23%	?	7%	17%	-17%	-13%	-7%	-4%	39%[activator]
> N#C/C(=C/c1cccnc1)c1ccccc1
 : -5%	-10%[0.501 µM]	6%	2%	1%	-7%	4%	85%[activator]	40%
> O=C(Oc1cc(Cl)ccc1Cl)c1ccc(N2CCOCC2)c([N+](=O)[O-])c1
 : ?	?	1%	-6%	35µM*	3%	-9%	25%	?
> CC(O)Cn1ccccc1=N (stereo unspecified)
 : 0%	?	-6%	7%	-15%	-9%	1%	2%	9%
> Cn1c2c(c(=O)n(C)c1=O)C(c1cccc(F)c1)C(C#N)=C(N)O2 (stereo unspecified)
 : -3%	nt	20%	3%	-1%	5%	-2%	-30%[58.9 µM]	33%

Look-ups from the entries so far:
Under JMJD2A Tudor, Cc1nc(CN2CCN(C(=O)c3ccc(Br)cc3)CC2)cs1 shows -10%
Under POLI inh, CC(C)C(=O)NC(NC1CCS(=O)(=O)C1)C(Cl)(Cl)Cl (stereo unspecified) shows 140%[activator]
Under BAZ2B block, CCCCn1c(SCC(N)=O)nnc1-c1ccco1 shows 6%

Going on with the list:
Results follow in this order: BAZ2B block	G9a inh	Pin1 inhibitor	GLS inhibitor	JMJD2A Tudor	Tb PGK inh	BLM inh	POLI inh	HP1b chromo inh
> Cc1cc(C(=O)CSc2ncnc3ccccc23)c(C)n1C1CC1
 : -38%	-9%[12.7 µM]	?	15%	-22%	-2%	nt	11%	6%
> COc1ccc(/C=N/NC(=O)CC#N)cc1Oc1nc(Cl)ncc1F
 : -2%	67%[activator]	4%	1%	-18%	nt	-3%	?	24%
> CN(Cc1ccccc1)C(=O)c1ccccc1NC(=O)C1CC1
 : -5%	-9%	-2%	0%	5%	-3%	-4%	81%[activator]	12%
> CC(=O)Nc1ccc(NS(=O)(=O)c2ccc3c(c2)CCCN3C(C)=O)cc1
 : 7%	4%[59 µM]	-4%	25%	-13%	1%	-1%	26%	14%[57 µM]
> COC(=O)c1cc(Oc2ccc(C(=O)OC)cc2N)cc(C(=O)OC)c1
 : -4%	9%[12.7 µM]	?	9%	-12%	-1%	-7%	5%	6%
> COc1ccc(CN(C(=O)Nc2ccccc2)c2ccccn2)cc1OC
 : ?	-23%[59 µM]	-1%	1%	-6%	i	-4%	25%	55%[activator]
> CC(=O)N1CCCc2cc(S(=O)(=O)N3CCCC(C(=O)Nc4cccc(C)c4)C3)ccc21 (stereo unspecified)
 : -18%[57.1 µM]	6%	5%	1%	-3%	-3%	-3%	-5%	25%
> Cn1cc(Br)c(-c2cccc(NC(=O)CC(C)(C)CC(=O)O)c2)n1
 : 2%	1%	-2%	0%	6%	i	0%	19%	32%
> CN(C(=O)COC(=O)c1ccc(Cl)cc1N)C1CCS(=O)(=O)C1 (stereo unspecified)
 : 3%	16%[59 µM]	-4%	22%	-6%	4%	-2%	10%	19%
> CCc1cccc2c1NC(=O)C21OCCO1
 : 3%	36%	?	7%	-20%	nt	-3%	-27%	22%
> CCOc1ccc2nc(N3CCCC(C(=O)Nc4cc(C)ccc4C)C3)sc2c1 (stereo unspecified)
 : -7%	-28%[59 µM]	-3%	0%	-28%	i	-9%	25%	17%
> CCn1nc(C)cc1C(=O)N1CCCC(C(=O)c2ccc3ccccc3c2)C1 (stereo unspecified)
 : -10%	-19%	0%	0%	-27%	-1%	-5%	-7%	18%
> CC(=O)N1CCN(S(=O)(=O)c2ccc(S(=O)(=O)NC3CC3)cc2)CC1
 : 10%	-8%[59 µM]	-2%	1%	-2%	i	3%	3%	31%
> Cc1ccc(Cl)cc1NC(=O)COC(=O)C1CCCC1
 : 2%	6%[12.7 µM]	3%	-13%	9%	-4%	-2%	11%	52%[activator]
> COc1ccc(Br)cc1/C=N/NC(=O)CN1CCN(Cc2ccccc2)CC1
 : -11%	-20%	14%	8%	-17%	i	-1%	?	5%
> CCC(=O)N(CCc1ccc(S(N)(=O)=O)cc1)C1CC(=O)N(c2ccc(OC)cc2)C1=O (stereo unspecified)
 : -5%	56µM*	-1%	-2%	-7%	-1%	1%	61%[activator]	23%
> COc1oc(-c2ccccc2C)nc1C(F)(F)F
 : 1%	?	-3%	-13%	-6%	7%	-5%	9%	26%
> C/C(=N\NC(=O)C(=O)Nc1cc(C)ccc1C)c1ccncc1
 : -8%	7%	-1%	1%	4%	0%	0%	22%	48%[activator]
> CSc1cccc(Nc2cc(C(=O)NCCc3ccc(Cl)cc3)c3ccccc3n2)c1
 : nt	47%[activator][59 µM]	75%[activator]	1%	20%	-12%	-13%	-19%	83%[activator]
> O=C(Nc1ccc(Br)cc1)C1CCCN1S(=O)(=O)c1ccc(F)cc1 (stereo unspecified)
 : 10%	2%[59 µM]	-1%	5%	13%	nt	-1%	1%	74%[activator]
> CCOc1ccc(S(=O)(=O)N(C)c2ccc(OCC(=O)OCc3c(C)noc3C)cc2)cc1
 : -8%	0%[59 µM]	5%	-12%	0%	2%	-2%	10%	55%[activator]
> CCCOc1ccc(/C=C/C(=O)NCc2ccccc2)cc1
 : -16%	11%	-5%	2%	-13%	4%	-6%	19%	29%
> COc1ccc(Cl)cc1/C=C1/C(=O)ON=C1C
 : -27%	?	-2%	3%	-29%	i	-1%	?	13%
> Cc1ccc2nc(C)cc(Nc3ccc([N+](=O)[O-])cc3)c2c1
 : 1%	?	4%	8%	-17%	-1%	-5%	-29%	-5%
> Cc1ccc(N(CC(O)CN2CCCCC2)S(=O)(=O)c2ccc(C)cc2)cc1 (stereo unspecified)
 : 2%	7%	6%	3%	-18%	-6%	-2%	97%[activator]	-11%
> Cc1ccnc(NCc2c(O)ccc3ccccc23)c1
 : ?	nt	0%	6%	-31%	5%	-3%	40%[activator]	14%
> CC(OC(=O)c1ccc(F)c(S(=O)(=O)N2CCOCC2)c1)C(=O)NCC1CCCCC1 (stereo unspecified)
 : -2%	19%[59 µM]	0%	0%	-2%	-6%	nt	-8%	28%
> CCCCCCn1ccc(=N)cc1
 : 8%	-3%	1%	-1%	14%	-5%	1%	20%	27%
> C#CC1CN(Cc2ccccc2)CC(C#C)N1C (stereo unspecified)
 : ?	7%[12.7 µM]	-9%	-1%	-20%[57.1 µM]	-8%	-1%	?	0%
> O=C(O)c1cc(-n2nnnc2SCc2ccccc2F)ccc1Cl
 : -1%	-21%	6%	13%	-3%	2%	-1%	1%	28%
> COC(=O)CCc1c(C)nc(N)[nH]c1=O
 : 7%	2%[59 µM]	-2%	9%	10%	1%	-1%	0%	44%[activator]
> COCCOC(=O)/C(=C/c1ccc(OC(=O)c2ccccc2)cc1)C(C)=O
 : -2%	50µM*	-6%	-7%	-6%	i	-7%	9%	36%
> COC(C(=O)Nc1ccc(F)c(F)c1)c1ccccc1 (stereo unspecified)
 : nt	nt	0%	nt	9%	6%	nt	24%	40%[activator]
> O=C(Cn1c(=O)n(CC2CCC(C(=O)NCCc3ccccc3)CC2)c(=O)c2ccccc21)Nc1ccccc1 (stereo unspecified)
 : 4%	-4%[59 µM]	7%	6%	-8%	2%	2%	?	20%
> C#CC[N+](C)(C)CC#Cc1ccc(Cl)cc1
 : -1%	?	5%	-10%	-3%	0%	-4%	33%[activator]	29%
> CCOCc1nnc(NC(=O)c2cc(C(=O)OC)cc([N+](=O)[O-])c2)s1
 : ?	50µM*	4%	0%	45µM*	1%	2%	136%[activator]	3%
> Cc1cccc(N2CCN(C(=O)c3ccc4c(c3)CCN4S(=O)(=O)c3ccccc3)CC2)c1C
 : -22%	-29%[59 µM]	25%	-1%	-20%	-10%	-6%	?	26%

Compound activity deposited in PubChem by National Center for Advancing Translational Sciences (NCATS).
